14-3-3 Bad PPI: disrupts binding of bovine 14-3-3 zeta to phospho-Bad peptide; inhibition, % at 21.7 µM; AID 781; 220,000 compounds, 0.71% hits; TR-FRET 14-3-3zeta/Dy647-pBad peptide displacement, 1 h;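 active = inhibition above about 70%, limit read from the data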;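 note: 0% = full 14-3-3 plus peptide FRET controls and 100% = background without 14-3-3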
EP2 mod: EP2 receptor (human) modulation; AID 940; EP2-expressing cells, cAMP HTRF FRET, PGE2 co-stimulation; P43116; 260,000 compounds, 0.83% hits; induction, % at 25 µM;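 active = compounds whose cAMP rise, as percent of the full-agonist control response, exceeds 60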;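 note: rat C6 glioma line stably carrying human EP2 under a CMV promoter; the protocol text gives 20 µM as final concentration; 100% = response of wells given 1 µM PGE2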
Target sequence (P43116 whole entry, looked up): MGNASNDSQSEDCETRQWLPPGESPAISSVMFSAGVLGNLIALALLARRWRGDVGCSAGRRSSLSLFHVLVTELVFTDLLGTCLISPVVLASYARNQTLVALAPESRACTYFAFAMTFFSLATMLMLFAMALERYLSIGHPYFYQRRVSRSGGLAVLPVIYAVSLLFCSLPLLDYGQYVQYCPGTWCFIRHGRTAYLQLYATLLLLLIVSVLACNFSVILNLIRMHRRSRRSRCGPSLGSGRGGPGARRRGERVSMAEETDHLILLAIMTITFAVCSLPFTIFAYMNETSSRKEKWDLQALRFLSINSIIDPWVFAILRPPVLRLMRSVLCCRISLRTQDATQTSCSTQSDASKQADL
PGE2 EP2 inh: inhibitors of human EP2 prostaglandin E2 receptor; C6 glioma cells expressing human EP2, cAMP TR-FRET; cells stimulated with saturating PGE2; inhibition, % at 25 µM; 260,000 compounds, 0.52% hits; P43116; AID 1422;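 active = percent inhibition above 40 after rounding to a whole number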;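 note: rat C6 glioma host cells with rolipram phosphodiesterase inhibitor present; the protocol text gives 20 µM as final concentration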
eIF4E 4G PPI: inhibitors of eIF4E and eIF4G interaction in translation initiation | 220,000 compounds, 0.37% hits | AID 782 | inhibition, % at 21.7 µM | TR-FRET eIF4E-eIF4GI(517-606) binding, 2 h;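 active = inhibition above about 30%, limit read from the data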;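 note: 0% = full FRET control wells and 100% = background wells lacking eIF4GI fragment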
Hck Nef HTS: inhibitors of human Hck kinase activated by Nef | inhibition, % at 20 µM | 220,000 compounds, 0.68% hits | Recombinant Hck-YEEI plus Nef, Z-Lyte FRET kinase assay | P08631;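 active = Hck-Nef kinase inhibition above about 50%, limit read from the data; inactive = inhibition below that limit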;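 note: 0% = DMSO with Hck plus Nef and 100% = Hck alone without Nef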
Target sequence (P08631 whole entry, looked up): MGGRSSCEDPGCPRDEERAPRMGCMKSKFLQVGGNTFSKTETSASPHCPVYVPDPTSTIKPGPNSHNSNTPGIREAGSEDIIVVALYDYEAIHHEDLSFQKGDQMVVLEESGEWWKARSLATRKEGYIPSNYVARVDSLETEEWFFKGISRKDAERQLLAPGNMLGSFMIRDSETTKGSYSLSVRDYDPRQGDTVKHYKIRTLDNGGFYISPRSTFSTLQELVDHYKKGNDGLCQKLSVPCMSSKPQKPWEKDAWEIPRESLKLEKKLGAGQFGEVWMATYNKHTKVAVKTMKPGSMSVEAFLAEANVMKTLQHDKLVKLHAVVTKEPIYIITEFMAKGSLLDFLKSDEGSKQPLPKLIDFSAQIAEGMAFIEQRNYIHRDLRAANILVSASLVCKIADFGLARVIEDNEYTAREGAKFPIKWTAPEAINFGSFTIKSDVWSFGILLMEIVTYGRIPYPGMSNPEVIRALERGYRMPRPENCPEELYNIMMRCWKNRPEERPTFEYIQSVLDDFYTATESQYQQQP
zVAD death inh: blocks zVAD induced death of L929 cells | viability rescue, % at 10 µM | L929 zVAD necroptosis rescue, ATP luminescence, 24 h; with zVAD 60 µM | 220,000 compounds, 0.38% hits;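 active = activation, scaled between plate controls, above about 75%, limit read from the data; inactive = activation under that limit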;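 note: 0% = zVAD with DMSO and 100% = DMSO alone without zVAD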
Calpain2 inh: calpain II (pig) inhibition; purified calpain II, fluorogenic peptide substrate, 30 min; inhibition, % at 16 µM; 220,000 compounds, 0.37% hits; AID 1236;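 active = inhibition above about 50%, limit read from the data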
Rad51 HR inh: blocks human Rad51 in homologous recombination | Q06609 | hRad51 DNA strand exchange, fluorescence dequenching | inhibition, % at 10 µM | 200,000 compounds, 0.085% hits;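 active = inhibition above 40% at the single screening dose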;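 note: 0% = DMSO control wells and 100% = blanks with heterologous ssDNA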
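Material: hRad51 filaments on single-stranded DNA; Reagent: Donor/quencher-labelled 47-bp dsDNA substrate; Compound: 10 µM final, single point; Schedule: 37 °C 15-min filament assembly, 30-min compound preincubation, 15-min exchange; Technique: FRET fluorescence, excitation 485 nm, emission 520 nm; Benchmarks: control wells and blank wells on each plate.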
TbHK1 inh: T. brucei hexokinase 1 inhibition; 220,000 compounds, 0.11% hits; inhibition, % at 10 µM; recombinant TbHK1, G6PDH-coupled NADH A340; AID 1430;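 active = inhibition of 50% or more in the single-dose primary screen; inactive = inhibition below 50%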
Active calls of the source: *; . = no result given; & = joins results of further samples; [ ] = another dose, or the depositor's remark. An excerpt, so the mix of outcomes need not match the whole.

SMILES	14-3-3 Bad PPI	EP2 mod	PGE2 EP2 inh	eIF4E 4G PPI	Hck Nef HTS	zVAD death inh	Calpain2 inh	Rad51 HR inh	TbHK1 inh
O=C(COC(=O)C1CC2C=CC1C2)Nc1ccccc1 (stereo not given)	-2	-18	2	3[fluorescence artefact?]	0	0.9	4	.	2
COc1ccc(OC)c(-n2c(=S)[nH]c3cc(C(=O)NCCCN4CCCC4=O)ccc3c2=O)c1	5	0	.	2	0	-0.2	-40	.	-8
CCN(CC)C(=O)c1cn(CC)c(=O)c2cc(OC)c(OC)cc12	3	6	13	-3	-3	2.3	-17	0	-12
CCSc1c(C(=O)NC)ccc2c1C(=O)c1ccccc1C2=O	12	-16	2	7[fluorescence artefact?]	-2	-0.3	-6	3	-12
Cc1ccc(C2(C)NC(=O)N(CCOc3ccccc3)C2=O)cc1 (stereo not given)	16	-9	6	2	1	0.0	2	0	-7
CC(C)(C)c1ccc(CN(Cc2ccccc2)C(c2ccccn2)c2nnnn2C(C)(C)C)cc1 (stereo not given)	-15	23	12	-1	0	1.5	-14	-3	-4
O=C(CS(=O)(=O)c1ccccc1)Nc1nc(-c2ccc(F)cc2)cs1	-10	-43	6	1	-8	1.8	4	-2	8
S=C1NCN(Cc2ccco2)CN1	-6	3	7	-5	9	-0.4	-16	-10	-8
O=C(NCCc1ccccc1)c1nc(-c2cccs2)no1	-3	-33	17	2	0	2.4	10	5	-1
COc1ccc(-c2cc(C(F)(F)F)nc(N3CCCCCC3)n2)cc1	-8	18	4	3	4	1.5	-9	-12	2
COc1ccc(NC(=S)NNC(=O)OC(C)(C)C)cc1OC	6[fluorescence artefact?]	14	6	4[fluorescence artefact?]	-14	-0.8	-26	1	-1
Cc1ccc(N2CC(C(=O)OCc3ccccc3F)CC2=O)cc1 (stereo not given)	-12	-5	11	-5	-1	-0.2	-13	7	4
COc1ccc([C@H]2[C@H](C(=O)C(C)(C)C)N3N=Cc4ccccc4C3C23C(=O)OC(C)(C)OC3=O)cc1 (stereo not given in full)	-8	-37	2	-2	2	3.0	10	2	-5
Cc1ccc(S(=O)(=O)N(CC(=O)O)Cc2ccco2)cc1	11	15	2	-10	25	-0.5	-26	40	-4
N#CC1(Cc2ccc(Cl)cc2)c2ccccc2C=CN1C(=O)c1ccccc1 (stereo not given)	2	63*	18	4	2	-0.4	-8	-10	-9
Nn1c(Cc2cccc3ccccc23)nnc1SCc1ccccc1Cl	-10	-42	7	0	13	0.6	15	15	7
C/C(=N\NC(=S)NCc1ccccc1)c1ccc2ccccc2c1OC(F)F	-15	0	1	-5	14	0.8	17	1	7
COc1ccccc1NC(=O)N1CCCC1C(=O)NCc1ccc(F)cc1 (stereo not given)	-15	38	6	2	1	0.9	-62	-1	26
CC(=O)c1cc(CN2CCN(C3CCCCC3)C(CCO)C2)cs1 (stereo not given)	5	-1	-1	-2	14	-0.8	11	-11	11
CCc1c(C)nc(N)nc1Cl	-4	6	4	-12	17	0.5	-16	2	-10
COC(=O)c1cccc(NC(=O)c2ccccc2)c1	-1	-31	5	2	3	1.2	22	-13	1
CSc1ccc(CN(C)CC(=O)Nc2c(F)cccc2F)cc1	22	-59	5	-1	13	-0.2	48	0	4
O=C(NCc1nc2ccccc2[nH]1)C1=C[C@@H](C2CCCCC2)C[C@@H](OCc2ccc(CO)cc2)O1	-5	-9	14	-2	-14	2.0	-4	-9	-10
COc1ccccc1NC(=O)Cn1c(CN2CCCCC2)nc2ccccc2c1=O	12	-6	-6	10	1	0.0	24	-5	0
COc1ccnc(N2CCN(c3ccccc3)CC2)c1C#N	-17	-14	9	-2	2	0.4	-14	6	-1

Reprinted at random: seven compounds from above.
SMILES	14-3-3 Bad PPI	EP2 mod	PGE2 EP2 inh	eIF4E 4G PPI	Hck Nef HTS	zVAD death inh	Calpain2 inh	Rad51 HR inh	TbHK1 inh
O=C(CS(=O)(=O)c1ccccc1)Nc1nc(-c2ccc(F)cc2)cs1	-10	-43	6	1	-8	1.8	4	-2	8
COc1ccnc(N2CCN(c3ccccc3)CC2)c1C#N	-17	-14	9	-2	2	0.4	-14	6	-1
Nn1c(Cc2cccc3ccccc23)nnc1SCc1ccccc1Cl	-10	-42	7	0	13	0.6	15	15	7
COc1ccc([C@H]2[C@H](C(=O)C(C)(C)C)N3N=Cc4ccccc4C3C23C(=O)OC(C)(C)OC3=O)cc1 (stereo not given in full)	-8	-37	2	-2	2	3.0	10	2	-5
CCN(CC)C(=O)c1cn(CC)c(=O)c2cc(OC)c(OC)cc12	3	6	13	-3	-3	2.3	-17	0	-12
Cc1ccc(N2CC(C(=O)OCc3ccccc3F)CC2=O)cc1 (stereo not given)	-12	-5	11	-5	-1	-0.2	-13	7	4
C/C(=N\NC(=S)NCc1ccccc1)c1ccc2ccccc2c1OC(F)F	-15	0	1	-5	14	0.8	17	1	7

More entries
SMILES	14-3-3 Bad PPI	EP2 mod	PGE2 EP2 inh	eIF4E 4G PPI	Hck Nef HTS	zVAD death inh	Calpain2 inh	Rad51 HR inh	TbHK1 inh
Nc1ccc(Oc2ccc3c(c2)C(=O)N(CC2CCCO2)C3=O)cc1 (stereo not given)	-6	-39	7	2	15	-1.0	-2	9	1
Cc1ccc(C)c(OC2=NS(=O)(=O)c3ccccc32)c1	21	-2	8	0	22	1.8	-20	6	-7
O=C(Nc1ccncc1)c1ccc2c(c1)C(=O)N(C1CCCCC1)C2=O	17	-10	46*	7	1	-0.1	-8	5	2
Cc1cc(=O)oc(C)c1C(=O)NCCN1CCOCC1	3	6	7	-5	-2	0.2	-17	5	-10
CCOC(=O)c1sc2nc(CSc3ccccc3Cl)[nH]c(=O)c2c1C	-6	3	10	0	28	5.1	-3	2	4
COc1ccc(CCNc2nnc(Sc3nnnn3-c3ccccc3)s2)cc1OC	-9	-6	9	0	2	-1.3	-17	-42	0
CC(=O)c1ccc(N2CCN(C(=S)NCCCN(C)C)CC2)cc1	-5	-19	5	-1	22	1.2	-6	1	-37
Cc1ccc(CS(=O)(=O)Cc2ccc(C(=O)NCc3cccnc3)o2)cc1	-11	-19	18	-3[fluorescence artefact?]	1	0.3	-13	7	4
O=C(N/N=C\c1ccc([N+](=O)[O-])o1)C1COc2ccccc2O1 (stereo not given)	-16	-47	5	0	20	7.2	-12	-3	-13
O=C(/C=C/c1ccccc1Cl)NNC(=O)c1cccs1	-1	-8	3	-2	20	17	24	-21	-2
CCc1ccccc1S(=O)(=O)Cc1ccc(C(=O)N2CCN(c3ccccn3)CC2)o1	3	-6	31	7	1	-0.1	3	0	-4
O=C(CN1C(=O)c2ccccc2S1(=O)=O)NCCC1=CCCCC1	-10	23	10	2	1	0.0	-9	-4	-3
O=C(Nc1cccc(-n2cnnn2)c1)c1ccco1	-6	-8	9	12	0	-0.3	-5	-1	2
CC1=NNC(=O)C1Cc1ccc(F)cc1 (stereo not given)	-3	-11	2	-2	7	-0.1	-7	3	37
Cc1ccc(NC2CC(=O)N(c3ccc(N4CCCCC4)cc3)C2=O)cc1 (stereo not given)	-11[fluorescence artefact?]	-3	6	-17	16	0.2	-2	1	13
Cc1ccc(N2CCN(C(=O)c3cccc([N+](=O)[O-])c3)CC2)cc1Cl	-7	-48	4	-1	4	0.5	2	17	3
COC(=O)NNC(=O)COc1ccc(Cl)cc1	-15[fluorescence artefact?]	10	8	-4	-23	0.0	-16	-4	-1
CCOC(=O)CN(C)S(=O)(=O)c1ccc(-c2cc(C(=O)OC)sc2C(F)(F)F)cc1	-8	-27	7	-6	-7	-0.2	17	-7	-5
CCc1ccc2c(CN3CCN(S(=O)(=O)c4ccc5c(c4)OCCO5)CC3)cc(=O)oc2c1	-13[fluorescence artefact?]	-8	9	-23	-1	-0.3	-199	0	-9
O=c1cnc2cc([N+](=O)[O-])ccc2[nH]1	19	-14	9	18	17	4.6	5	6	-26
Cc1cc(O)ccc1-c1cnc2ccccc2n1	7	-16	9	-3	10	2.4	9	-7	-16
O=C(Nc1ccccc1)N1CCOCC1	1	26	5	-4	-1	0.0	-18	0	2
CC[N+]1=C(C)C(C)(C)c2cc(C)ccc21	1	-27	6	0	-8	-1.0	-20	-12	-2
CSc1ncc(Cl)c(C(=O)Nc2nnc(SC/C=C/c3ccccc3)s2)n1	14	-2	8	2	2	0.6	-33	7	-11
CC(=O)N/N=C/c1cc2c(cc1[N+](=O)[O-])OCO2	-2	29	8	3	3	3.0	10	4	-10
(continued)
SMILES	14-3-3 Bad PPI	EP2 mod	PGE2 EP2 inh	eIF4E 4G PPI	Hck Nef HTS	zVAD death inh	Calpain2 inh	Rad51 HR inh	TbHK1 inh
O=C(CNS(=O)(=O)c1ccccc1)NCc1ccccn1	0[fluorescence artefact?]	13	7	2[fluorescence artefact?]	5	0.6	-5	-2	-4
CC1(C)CC(O)(CNCc2ccc3c(c2)OCO3)CCO1 (stereo not given)	-2	-8	11	2	0	1.0	20	-3	4
O=C(CC1Sc2ccccc2NC1=O)Nc1cccc(-c2nnc3n2CCCCC3)c1 (stereo not given)	-16	14	8	2	0	0.5	6	-5	5
CCCCN1C(=O)NC2NC(=O)NC21 (stereo not given)	-12[fluorescence artefact?]	13	9	0	8	0.9	18	-8	0
Cc1ccc(-n2cnc3scc(-c4cccs4)c3c2=O)cc1	-5[fluorescence artefact?]	28	14	2	7	0.2	-1	2	4
CN(C)c1ncc([N+](=O)[O-])cc1C(F)(F)F	-1	-3	12	4	-7	0.0	2	-5	-16
CNC(=O)/C(C#N)=C/c1c(N2CC(C)OC(C)C2)nc2ccccn2c1=O (stereo not given)	5	18	7	14	17	0.3	-123	12	-11
COc1ccc(C(=O)NC(=S)N(C)Cc2ccccc2)cc1Br	-17	-9	6	2	20	1.0	-17	2	4
COc1ccccc1NS(=O)(=O)c1cc(NC(=O)c2[nH]c(C)c(C(C)=O)c2C)ccc1N1CCOCC1	-8	-1	5	-16	27	-0.4	-84	-1	-25
CCCCNC(=O)c1c(CSc2ccccc2)noc1C(=O)NCc1ccccc1	4	31	13	4	25	-0.4	18	-3	-6
Cc1ccc(CNC(=O)COc2ccc(S(=O)(=O)NC(C)C)cc2)cc1	-1	-22	2	3[fluorescence artefact?]	1	-0.4	16	4	-7
Cc1cccc(C)c1Nc1nnc(SCC(=O)c2ccc3c(c2)NC(=O)CO3)s1	-24	-56	9	0	0	-0.1	-5	5	16
COC(=O)/C(=C\Nc1ccc(Oc2ccc(F)cc2F)nc1)NC(=O)c1ccccc1	-6	-18	5	2	-16	-0.1	28	-12	-6
CCOC1=NC(C(=O)O)c2ccccc2/C(=C(/C)Cl)N1 (stereo not given)	5	15	1	-2	4	1.3	4	1	1
C=CCN1C(=O)C2C(C(=O)NC)C3C=CC2(O3)C1C(=O)NCc1ccc(OC)cc1 (stereo not given)	-15	1&-2	9&9	-6	3	2.3	13	-1	-2
Cc1ccc(C(=O)Nc2cccnc2)cc1NC(=O)c1ccco1	6	4	11	-8	-13	0.6	26	-3	-2
O=C(CCc1nc2ccccc2c(=O)[nH]1)NCc1cccc(Cl)c1	-13[fluorescence artefact?]	-1	-12	-4	-2	0.7	36	2	-3
COc1ccc2nc(NC(=O)NC3CCCCC3)sc2c1	-1	-9	7	5	4	86*	19	-16	-4
CS(=O)(=O)c1sc(C(=O)NC(=O)Nc2cccc(C(F)(F)F)c2)c2c1C=CCC2	-5	5	10	-12	24	0.2	-6	0	-7
O=C(/C=C/c1ccc2c(c1)OCO2)N1CCN(c2ccc(Cl)cc2)CC1	-11[fluorescence artefact?]	-5	4	-4	2	0.6	-25	7	-6
O=c1c2cnn(-c3ccccc3Cl)c2ncn1Cc1cccnc1	-5	12	6	5	0	-0.2	16	8	-1
O=[N+]([O-])c1ccc(Cl)c(/C=N/n2c(COc3ccccc3)n[nH]c2=S)c1	-2	26	6	-3	3	.	9	.	2
